Assay outcomes (PubChem)
SENP1 FRET inh = blocks the human SENP1 SUMO protease catalytic domain; inhibition, % at 10 µM; recombinant SENP1 catalytic domain, CyPet-SUMO1-YPet FRET cleavage; AID 624204; hit rate 0.21% among 360,000;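 active = inhibition at least 30% at 10 µM, raw YFP signal under a set limit, fluorescence ratio 0.5 to 1.5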;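 also: 0% = enzyme with DMSO and 100% = no enzyme wells; some results filed as inactive read as strong as hits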
Target sequence (Q9P0U3 419-644 limits assumed): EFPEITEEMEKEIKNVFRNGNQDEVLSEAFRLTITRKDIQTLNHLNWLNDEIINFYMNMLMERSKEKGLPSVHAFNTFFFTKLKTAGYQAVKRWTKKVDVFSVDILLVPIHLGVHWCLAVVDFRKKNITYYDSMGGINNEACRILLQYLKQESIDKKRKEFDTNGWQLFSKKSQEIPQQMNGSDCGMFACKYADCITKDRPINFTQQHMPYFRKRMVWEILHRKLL
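Controls: no-enzyme wells low, DMSO-plus-enzyme wells high control. Test system: human recombinant His6-tagged SENP1 catalytic domain enzyme. Reagent: SFCypet-SUMO1-SFYpet FRET protein substrate, 25 nM final. Doses: one dose per compound, 10 µM, 0.5% DMSO. Detection: FRET, CFP and YFP emission. Timing: 50 min reaction at room temperature.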
SENP8 inh = SENP8 (human) protease inhibition | Q96LD8 | recombinant SENP8, Nedd8 substrate fluorescence | inhibition, % at 20 µM | hit rate 0.64% among 360,000 | AID 602440; in the data active = inhibition mostly above about 40%, no sharp cut-off; inactive = mostly below about 27%
Target sequence (Q96LD8 whole entry, looked up): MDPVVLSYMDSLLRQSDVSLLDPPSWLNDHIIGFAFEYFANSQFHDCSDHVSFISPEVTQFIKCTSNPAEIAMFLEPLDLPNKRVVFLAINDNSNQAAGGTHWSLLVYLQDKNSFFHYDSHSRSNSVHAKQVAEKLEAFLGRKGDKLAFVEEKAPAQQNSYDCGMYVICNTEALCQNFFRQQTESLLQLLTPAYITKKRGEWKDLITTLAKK
MPTP block = blocks calcium-induced mitochondrial swelling; inhibition, % at 10 µM; hit rate 1.4% among 360,000; isolated mouse mitochondria, Ca2+ swelling absorbance, 30 min;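 active = inhibition of 50% or more, scaled per plate between neutral and stimulator controls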;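 also: 0% = DMSO wells given calcium and 100% = 1 mM EGTA wells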
Numbers without * were called inactive; i = inactive.

SMILES,SENP8 inh,MPTP block,SENP1 FRET inh
c1ccc2c(c1)oc1c(-c3ccc4nccn4c3)cccc12,-133.6,0.2,-23.0
CC(=O)Nc1cccc(-c2ccnc3c2CC(C(=O)NCc2ccco2)O3)c1 (stereo not given),7.1,-0.4,-3.1
COc1cc(-c2cc(NC=O)c3ncc(-c4cccc(C(F)(F)F)c4)n3c2)cc(OC)c1OC,-465.3,1.4,-7.8
O=C1OC(C(Cl)(Cl)Cl)Nc2ccccc21 (stereo not given),-247.8,-2.0,1.6
COc1cccc(CN2CCC2(C)C(=O)Nc2cccc(Oc3ccccc3)c2)c1OC (stereo not given),13.0,0.8,0.8
CC(C)N1CC(=O)N2CSCC2C1=O (stereo not given),19.5,0.0,-2.8
Cc1cc(N2CCN(C(C(=O)NC3CCCC3)c3ccc(F)cc3)CC2)c2ccccc2n1 (stereo not given),-5.9,-1.3,0.9
C[C@H]1CNC(=O)c2c(C(=O)N3CCN(C(=O)OC(C)(C)C)CC3)ncn21,9.4,-0.2,1.9
OC(Cc1cccc(Br)c1)c1ncc(-c2cccc(C(F)(F)F)c2)[nH]1 (stereo not given),0.6,21.9,2.1
Cc1nc2c(OCC(=O)C(C)(C)C)cccn2c1N(C)Cc1cccs1,-30.5,2.6,-49.9
CSc1ccc(-c2cc3c(c4c2ccn4C)C2CCC3O2)cc1 (stereo not given),-348.9,1.9,3.4
COc1ccccc1CNC(=O)C1(C)CCN1Cc1ccc2ccccc2c1 (stereo not given),1.8,0.3,0.5
CCOC(=O)[C@]12CCCC=C1N(Cc1ccccc1)C(=O)[C@H](CC(=O)NCCCN1CCCC1=O)C2,22.7,0.0,1.1
O=C(Nc1cc(C(F)(F)F)cc(C(F)(F)F)c1)O[C@@H]1c2ccccc2[C@@H]2Cc3csc[n+]3[C@H]12,9.9,7.2,-1.1
COc1cccc(NC(=O)c2ccc3nc(C)c(N(C)Cc4ccc(NC(C)=O)cc4)n3c2)c1,6.7,0.5,-4.9
COc1ccc(-c2coc3c(C(=O)Nc4ccc(OC)nc4)cccc23)c(C)c1,-3.9,0.9,-1.9
Cc1cccnc1C(c1ccc(F)cc1)N(C)C(=O)C1CCN(CCCOc2ccc(F)cc2)CC1 (stereo not given),11.4,0.4,1.3
COc1ccc(CCC(=O)N2c3ccccc3N=C(c3ccc(C(F)(F)F)cc3)C2C(=O)NC(C)(C)C)cc1 (stereo not given),-226.7,1.3,-0.4
COc1ccc(C(C)(O)c2nc(-c3ccncc3)cs2)cc1 (stereo not given),18.9,6.1,-0.3
COc1cccc(CNC(=O)C2(C)CCCN2C(=O)C(C)C)c1 (stereo not given),20.3,0.4,3.5
CCCCN(C=O)c1c(CC)nc2ccc(C(=O)N3CCN(c4ccccc4)CC3)cn12,-7.6,-0.9,0.6
CS(=O)(=O)Nc1ccc(-c2ccc3nccn3c2)cc1,-108.7,0.6,-53.6
CC(C)C[C@H]1CN([C@@H](Cc2ccccc2)CN2CCC[C@@H]2CN2C(=O)C(=O)NC[C@@H]2Cc2ccccc2)C(=O)C(=O)N1CC1CCCCC1,11.5,-4.2,1.4
CC1(C(=O)Nc2cnc3ccccc3c2)CCN1C(=O)C/C=C/c1ccccc1 (stereo not given),5.4,1.7,-8.9
Cc1cccc(C)c1NC(=O)C1(C)CSCC(=O)N1CCc1c[nH]c2ccccc12 (stereo not given),12.9,1.4,1.2
CC(O)(c1ccc(F)c(F)c1)c1nc(-c2cnc3ccccc3c2)cs1 (stereo not given),-16.9,1.2,0.9
CCCCN1C(=O)C(CC(=O)NC2CCCCC2)CC(C(=O)N2CCCCCC2)=C1C (stereo not given),15.7,0.1,-0.5
CCCCCCCCN1C(=O)[C@H](CC(=O)NCc2cccc3ccccc23)C[C@@]2(C(=O)OCC)CCCC=C12,11.1,-0.8,1.3
CC(CC(=O)Nc1ccc2c(c1)c(=O)n(C)n2-c1ccccc1F)c1ccccc1 (stereo not given),-495.0,0.5,3.5
Cc1ccc(S(=O)(=O)N2C[C@H]3[C@H]4C(=O)N(c5ccccc5)C(=O)[C@H]4CC(=O)[C@H]3[C@@H]2c2ccccc2)cc1,13.8,1.3,-11.2
CCOC(=O)C1=CCN(S(=O)(=O)c2ccccc2Cl)C1c1ccccc1 (stereo not given),8.3,0.0,3.1
Cn1ccc2c(-c3cccc(C=O)c3)cc3c(c21)C1CCC3O1 (stereo not given),-14.0,0.1,0.7
COc1ccc(CC(N)c2csc(NC(=O)NCc3ccccc3)n2)cc1 (stereo not given),11.5,1.9,-3.8
CCc1nc2ccc(C(=O)NCCCN(C)C)cn2c1N(CC)CCOC,13.2,0.8,1.9
CC(O)(c1ccccc1)c1nc(-c2ccc3c(c2)OCO3)cs1 (stereo not given),14.2,-1.6,2.4
CC1(C(=O)Nc2ccc(F)c(Cl)c2)Cc2c(-c3ccc(C(N)=O)cc3)ccnc2O1 (stereo not given),16.1,1.1,0.2
Cc1nc(C(F)(F)F)ccc1C(=O)N1CCC1(C)C(=O)NS(=O)(=O)c1ccccc1 (stereo not given),9.8,0.1,2.6
CC(C)CNc1ncnc2c1ncn2[C@H]1CN(CCc2ccccc2)C[C@@H](CO)O1,2.1,3.4,-2.6
CC(CNC(=O)[C@@H](Cc1ccccc1)NC(=O)CC[C@H]1O[C@@H](n2ccc(=O)[nH]c2=O)[C@H](O)[C@@H]1O)c1ccccc1 (stereo not given in full),13.1,0.6,-0.3
CCOC(=O)C1(C)CCCN(C(=O)c2ccc(C#N)cc2)C1 (stereo not given),11.1,-0.5,-2.0

Complete entries as entered above. Screens in order: SENP8 inh, MPTP block, SENP1 FRET inh
OC(Cc1cccc(Br)c1)c1ncc(-c2cccc(C(F)(F)F)c2)[nH]1 (stereo not given) reads 0.6, 21.9, 2.1
O=C1OC(C(Cl)(Cl)Cl)Nc2ccccc21 (stereo not given) reads -247.8, -2.0, 1.6
COc1ccc(-c2coc3c(C(=O)Nc4ccc(OC)nc4)cccc23)c(C)c1 reads -3.9, 0.9, -1.9
Cc1nc(C(F)(F)F)ccc1C(=O)N1CCC1(C)C(=O)NS(=O)(=O)c1ccccc1 (stereo not given) reads 9.8, 0.1, 2.6
COc1ccc(C(C)(O)c2nc(-c3ccncc3)cs2)cc1 (stereo not given) reads 18.9, 6.1, -0.3

Continued.
SMILES,SENP8 inh,MPTP block,SENP1 FRET inh
COC(=O)[C@@]1(C(C)C)N=C(c2cc(OC)c(OC)c(OC)c2)[C@]2(O1)C(=O)N(C)c1ccc(Br)cc12,9.6,-1.3,0.2
CC(=O)Nc1ccc(-c2ccnc3c2CC(C)(C(=O)NCc2ccc(N(C)C)cc2)O3)cc1 (stereo not given),38.4,0.4,3.6
NC(=O)/C(=C\c1ccc([N+](=O)[O-])o1)c1ccco1,13.0,-1.1,1.7
CCc1nc2c(OC)cccn2c1N(C)C(=O)c1ccccc1F,15.4,0.3,-1.4
O=C(Nc1ccc(F)cc1)C(c1ccncc1)N1CCN(CC(=O)N2CCCC2)CC1 (stereo not given),18.2,-0.5,-2.4
CC(C)C1CC2=C(C(=O)OC(C)(C)O2)C(c2ccc(Cl)cc2)O1 (stereo not given),7.2,-1.4,-1.8
CCCCc1ccc(S(=O)(=O)NC(=O)C2(C)CCN2C(=O)C/C=C/c2ccccc2)cc1 (stereo not given),2.2,0.8,-1.5
CC(=O)Nc1ccc(-c2ccnc3c2CC(C(=O)Nc2cccnc2)O3)cc1 (stereo not given),1.5,0.1,0.2
OC[C@@H]1CN(Cc2ccc(Cl)cc2)C[C@H](n2cnc3c(N4CCN(c5ccccc5)CC4)ncnc32)O1,17.2,0.5,-0.4
COc1ccc(C(=O)N2CCCC(c3cc(C(=O)Nc4ccccc4)no3)C2)cc1 (stereo not given),8.5,0.6,0.8
CCCCCCCCN1C(=O)[C@H](CC(=O)N2CCOCC2)C[C@@]2(C(=O)OC)CCCCC=C12,24.5,-0.4,1.0
CCOC(=O)[C@]12CCC=C1N(Cc1ccccc1)C(=O)[C@H](CC(=O)NCC13CC4CC(CC(C4)C1)C3)C2,7.5,-1.8,-1.3
COc1ccc(CCN2C(=O)c3ccccc3C2c2nnnn2-c2ccc3c(c2)OCCO3)cc1OC (stereo not given),10.4,-3.3,1.7
Cc1ccc(F)c(S(=O)(=O)NC(=O)C2(C)CCN2C(=O)CC2CCCCC2)c1 (stereo not given),7.8,0.3,-1.2
COc1cc(CN2C(=O)C(C)ON=C2c2ccccc2F)cc(OC)c1 (stereo not given),-3.5,-0.4,-2.2
COc1ccc(-c2cc3nc(NCc4ccc(N(C)C)cc4)n(C)c(=O)c3s2)cc1OC,-310.1,0.9,-6.7
Cc1ccc(-c2nc3c(Cl)cc(C(F)(F)F)cn3c2Cc2ccccc2C(F)(F)F)cc1,-49.8,1.7,2.2
O=C(CC[C@H]1O[C@@H](n2ccc(=O)[nH]c2=O)[C@H](O)[C@@H]1O)NCC1CCCO1 (stereo not given in full),26.9,-0.8,-0.6
O=S1(=O)CC(N2CC=CC2)CN1Cc1cn(Cc2ccc(Cl)cc2)nn1 (stereo not given),11.3,-0.8,3.4
COc1ccc(Cc2c(C(C)(C)C)nc3ccc(C)cn23)c(C)c1,-8.5,0.9,-7.2
CCOC(=O)C1=C[C@@H](C(C)(C)C)N(S(=O)(=O)c2ccc([N+](=O)[O-])cc2)[C@H]1c1ccccc1,26.6,2.3,1.2
O=C(Nc1ccc2c(c1)OCCO2)C(c1ccccc1F)n1c(=O)c(-c2ccco2)nc2ccccc21 (stereo not given),-409.2,0.4,-13.0
COCCN1C(=O)CSCC1(C)C(=O)NCc1ccccc1 (stereo not given),17.7,-2.0,-0.6
CC1(C(=O)NS(=O)(=O)c2ccccc2OC(F)(F)F)CCN1C(=O)c1ccco1 (stereo not given),11.4,0.5,1.8
CCc1nc2c(OCC3COc4ccccc4O3)cccn2c1N(C)C(=O)c1ccccc1F (stereo not given),14.2,-0.3,1.9
CC(=O)NC(c1cccc(F)c1)c1nc(-c2ccoc2)cs1 (stereo not given),1.2,-0.7,-1.7
CCOC1=C2CN(S(=O)(=O)c3ccc(C)cc3)[C@@H](c3cccc4ccccc34)C[C@H]2[C@H]2C(=O)N(c3ccccc3)C(=O)[C@H]2C1,10.5,1.1,7.8
CC(C)S(=O)(=O)N1CCCC(c2cc(C(=O)NCc3cccnc3)no2)C1 (stereo not given),12.3,0.0,1.8
Oc1ccc(C[C@H]2CNC(=S)N2C[C@H]2CCCN2C[C@H](Cc2ccccc2)N2C[C@H](Cc3ccccc3)N(CC3CCCCC3)C2=S)cc1,22.3,0.3,1.5
COCOc1ccc(-c2ncc(OC)nc2NC(=O)c2cc(C)oc2C)cc1,-259.5,0.4,-12.9
Cc1cc(=O)n2nc(N3CCCC(C(=O)Nc4cccc(C)c4C)C3)sc2n1 (stereo not given),-0.8,-0.8,0.2
COC(=O)Cc1ccc(OC2(C)CCN(Cc3csc4ccccc34)C2)cc1 (stereo not given),14.6,0.9,-4.3
C[C@@]12CC[C@@H](C3=C(CCC3)C1)N2c1ccccc1,21.1,0.7,1.7
COC(=O)[C@]12CCCCC=C1N(CCc1ccc(OC)c(OC)c1)C(=O)[C@H](CC(=O)NCc1cccc(C(F)(F)F)c1)C2,14.8,-1.4,2.5
C(=C\c1ccccc1)/CN1CCN(C(c2cccc3ccccc23)c2nnnn2-c2ccc3c(c2)OCCO3)CC1 (stereo not given),14.6,2.6,-1.3
c1cc(-c2cc3nc(NC4CCCCC4)ccn3n2)ccc1OCCN1CCOCC1,i,-1.2,-0.7
COc1ccc(OC)c(NC(=O)C2(C)CCN2Cc2ccccc2Cl)c1 (stereo not given),-3.2,-0.2,1.2
Cc1ccccc1NC(=O)Nc1nc(CN(C)C)cs1,14.0,0.4,2.0
COC(=O)C1(C(=O)OC)C[C@H](c2ccc(OC)cc2)N(Cc2ccccc2OC)[C@@H]1c1ccc(OC)cc1,26.9,1.6,1.1
COc1ccccc1-c1cc(NC=O)c2ncc(-c3ccc(S(C)(=O)=O)cc3)n2c1,i,-0.1,-7.8
CCOC(=O)[C@]12CCCC=C1N(Cc1cccc3ccccc13)C(=O)[C@H](CC(=O)N1CCOCC1)C2,11.6,-0.3,1.4
CC(C)C[C@H]1CNC(=O)C(=O)N1CC1CCN(CCC(C)c2ccccc2)CC1 (stereo not given in full),10.3,-2.5,2.7
CC1OC(COCc2ccccc2)Cc2[nH][nH]c(=O)c21 (stereo not given),10.3,1.2,2.0
CCN(C)C1CN(Cc2cn(Cc3ccc(Cl)cc3)nn2)S(=O)(=O)C1 (stereo not given),15.1,0.9,0.6

The list is partial (hit frequency here may not be typical).
